Source: PubChem (NCI)
All columns: NCI-60 one-dose screen, growth in % after 48 h at 10 µM unless noted; 100 = growth as untreated, 0 = no growth, -100 = all killed.
A549/ATCC: A549/ATCC NSCLC; 81,000 compounds, 3.7% hits
HOP-62: HOP-62 NSCLC; 80,000 compounds, 3.9% hits
CCRF-CEM: CCRF-CEM leukemia | 77,000 compounds, 7% hits
EKVX: EKVX NSCLC; 71,000 compounds, 3% hits
HOP-92: HOP-92 NSCLC cells; 71,000 compounds, 6.3% hits; AID 1794738
M14: M14 melanoma; 80,000 compounds, 6.2% hits; AID 1794745
UACC-62: UACC-62 melanoma. AID 1794756. 81,000 compounds, 5.4% hits
RPMI-8226: RPMI-8226 leukemia cells | 77,000 compounds, 7.5% hits
The depositor's hits bear a star; . = not tested or not shown; & = joins results of further samples. The calls were made as follows: active = growth percent below 10; inactive = the rest.

1: CCc1ccccc1-n1c(-c2ccc(Cl)cc2)cc(-c2ccc(Cl)cc2)c(C#N)c1=O
2: Cc1ccc(-c2nc(S(=O)(=O)c3ccccc3)c(SCC(N)=O)o2)cc1
3: COc1ccc(C2=NN(/C=C3\SC(=O)NC3=Nc3ccc(Cl)cc3)C(c3ccc(F)cc3)C2)cc1 (configuration not stated)
4: COc1cc(NC(=O)c2cccc(-c3cc(=O)c4c(O)c(OC)c(OC)cc4o3)c2)cc(OC)c1OC
5: CCCN1C2CCC1/C(=C\c1ccccc1)C(=O)/C2=C/c1ccccc1
6: COc1cc2[nH]c(=S)n(-c3ccc(S(=O)(=O)Nc4ccc(Cl)nn4)cc3)c(=O)c2cc1OC
7: Cc1nnc2c3ccccc3ccn12
8: CC12C(=O)N(c3nccs3)C(=O)C1(C)C1CCC2O1 (configuration not stated)
Compound,1,2,3,4,5,6,7,8
A549/ATCC,94.7,84.5,94.4,40.5,72.6,104.1,109.7,99.0
HOP-62,107.1,94.0,102.9,11.7,94.5,104.5,105.5,105.2
CCRF-CEM,34.4,97.4,98.6,58.1,63.1,101.3,99.5,101.1
EKVX,87.5,98.0,82.8,.,92.4,95.3,100.4,111.8
HOP-92,72.4,79.6,88.4,56.1,64.6,106.7,107.7,93.3
M14,85.3,102.2,106.5,.,69.9,101.8,111.6,106.2
UACC-62,84.8,96.9,90.5,49.4,54.6,102.3,98.9,93.9
RPMI-8226,49.3,94.4,89.7,27.0,66.1,101.8,105.9,100.8

9: C[n+]1c(-c2ccc(NC(=O)c3ccc(C(=O)Nc4ccc(-c5cn6ccccc6[n+]5C)cc4)cc3)cc2)cn2ccccc21
10: C/C=C(\C)C(C(=O)NC1CCCCC1)N(C(=O)C1CCc2cc(F)ccc2O1)c1cccc([N+](=O)[O-])c1 (configuration not stated)
11: NS(=O)(=O)c1ccc(-n2ncc3c(Nc4ccc(Cl)cc4)ncnc32)cc1
12: CCOC(=O)C1=CC2CCOC2O1 (configuration not stated)
13: CNC1(C)C2CCC(C2)C1(C)C (configuration not stated)
14: CCOC(=O)/C=C/C(=O)[C@H](CC(C)C)NC(=O)[C@H](Cc1ccccc1)NC(=O)OCc1ccccc1
15: Cc1c(Cc2ccccc2)c(=O)oc2c(C)c(OCc3nnc(-c4ccccc4)o3)ccc12
16: CC(=O)c1c(O)ccc2c(C)cc(=O)oc12
Compound,9,10,11,12,13,14,15,16
A549/ATCC,49.9,79.3,83.8,86.0,98.6,73.3,93.9,92.0
HOP-62,85.0,90.6,106.0,85.5,105.2,108.4,.,99.0
CCRF-CEM,62.2,93.0,53.3,87.4,102.9,-18.5*,93.2,100.7
EKVX,73.5,80.2,101.6,92.7,112.6,100.1,105.9,99.5
HOP-92,87.1,79.0,76.5,92.5,88.6,79.7,96.1,91.7
M14,99.7,91.4,83.4,92.1,97.0,65.6,102.8,104.7
UACC-62,87.2,74.1,100.7,85.9,100.8,14.4,97.4,101.1
RPMI-8226,34.5,80.2,71.1,98.8,102.1,-19.9*,96.8,102.3

17: N#Cc1ncc(-c2ccc(C(F)(F)F)cc2)c(NCc2cc(C(F)(F)F)cc(C(F)(F)F)c2)n1
18: Cc1nn(-c2ccccc2)c(C)c1N=Nc1ccc(Br)cc1
19: O=c1[nH]c(=S)[nH]cc1Oc1ccc(I)cc1
20: CC(C)CC(C(=O)O)N1C(=O)CSC1=S (configuration not stated)
21: COc1cc(-c2nn(-c3cccc(NC(=O)Nc4cc(C(F)(F)F)cc(C(F)(F)F)c4)c3)cc2-c2ccncc2)ccc1Cl
22: CCNC(=O)N1CCc2c(Cl)c3c(c(OC)c2[C@@H]1[C@H]1OCc2c1ccc(OC)c2OC)OCCO3
23: COc1cc2ccc(C(C)=O)c(O)c2cc1OC
24: CS(=O)(=O)Oc1ccc2c3c(c(=O)oc2c1)CCCCCC3
Compound,17,18,19,20,21,22,23,24
A549/ATCC,29.2,62.6,94.7,92.4,-23.8*,35.2,98.6,73.4
HOP-62,39.2,96.9,93.8,103.1,-77.6*,35.3,112.5,81.2
CCRF-CEM,10.5,83.7,94.8,99.9,-27.3*,12.3,98.0,78.4
EKVX,.,88.0,96.7,92.7,.,48.7,.,.
HOP-92,.,.,91.9,100.8,-50.2*,44.5,.,.
M14,40.0,78.2,105.5,98.5,-42.1*,1.4*,113.5,82.7
UACC-62,19.4,63.9,99.6,100.4,-55.9*,22.2,103.7,70.8
RPMI-8226,-19.6*,91.7,104.5,108.5,-11.7*,17.3,88.4,46.9

25: CCCCC1C(=O)N=C2C=CC=CN2C1=O (configuration not stated)
26: Cc1nc2ccc(Br)cn2c1-c1nnc(SCc2ccc(F)cc2)o1
27: ClCCOCCOc1ccc(Cl)cc1Cl
28: COc1ccc(-c2c(N)n[nH]c2-c2cc(OC)c(OC)c(OC)c2)cc1
29: c1ccc2n[nH]nc2c1
30: CCNC(=O)OCCOC1CCC2(C)C(CCC3C2CCC2(C)C(C(C)CCCC(C)C)CCC32)C1 (configuration not stated)
31: COc1cc(NCCC2CCCCN2)c2ncccc2c1OC (configuration not stated)
32: CNC(=O)c1cc(Oc2ccc3nc(Nc4ccc(F)c(Cl)c4)ccc3c2)ccn1
Compound,25,26,27,28,29,30,31,32
A549/ATCC,99.5,71.3,86.7,25.9,96.7,104.7,82.1,53.8
HOP-62,108.0,47.3,79.3,41.1,95.2,96.4,102.2,97.7
CCRF-CEM,100.4,97.2,90.7,.,99.1,99.1,47.2,43.2
EKVX,97.7,70.7,106.2,48.0,.,.,114.2,63.9
HOP-92,63.1,60.0,78.4,70.1,99.6,.,.,79.6
M14,97.0,76.2,91.2,5.8*,98.8,106.4,92.1,52.7
UACC-62,90.6,70.8,97.6,25.7,103.0,94.0,81.1,.
RPMI-8226,84.9,84.0,97.4,27.0,102.9,94.2,68.2,47.7

Look-ups from the list:
HOP-92 with `COc1ccc(-c2c(N)n[nH]c2-c2cc(OC)c(OC)c(OC)c2)cc1` stands at 70.1
M14 with `ClCCOCCOc1ccc(Cl)cc1Cl` stands at 91.2

Following part:
33: CCOC(=O)c1sc2ncnc(Nc3ccc4c(cnn4C(=O)Nc4ccc(C)c(Cl)c4)c3)c2c1C
34: NC1(C(=O)N[C@@H](CCO)c2ccc(Cl)cc2)CCN(c2ncnc3[nH]ccc23)CC1
35: Clc1ccc(Nc2cccc(-c3cn[nH]c3)c2)c(Cl)c1
36: N#Cc1cc(CC(=O)Nc2cc(C3(C(F)(F)F)CC3)nn2CC2CCCCC2)ccc1F
37: Cc1ccc(O)c([N+](=O)[O-])c1
38: O=C1N[C@H]2CCCC[C@@H]2C(=O)N1OS(=O)(=O)c1ccccc1
39: N#CCc1ccc(Sc2ccccc2)cc1
40: CCOC(=O)c1ccc2c(c1)nc(NS(=O)(=O)c1ccc(Br)cc1)n2-c1cc(OC)c(OC)c(OC)c1
Compound,33,34,35,36,37,38,39,40
A549/ATCC,72.7,56.6,82.4,98.5,102.8,92.4,97.5,86.5
HOP-62,.,33.9,83.0,115.9,98.7,111.8,109.0,104.7
CCRF-CEM,.,41.6,88.3,103.6,.,115.1,126.6,91.4
EKVX,97.6,61.9,77.8,92.0,117.5,109.4,98.0,80.4
HOP-92,.,-13.2*,67.7,78.2,.,92.9,115.2,73.1
M14,103.4,46.3,96.4,.,103.4,104.1,.,100.6
UACC-62,99.6,-15.6*,81.6,95.0,107.2,120.0,100.9,72.6
RPMI-8226,.,80.0,82.6,.,.,104.7,.,67.4

Filtered by structure: those above with two or more sulfur atoms
2: Cc1ccc(-c2nc(S(=O)(=O)c3ccccc3)c(SCC(N)=O)o2)cc1
6: COc1cc2[nH]c(=S)n(-c3ccc(S(=O)(=O)Nc4ccc(Cl)nn4)cc3)c(=O)c2cc1OC
20: CC(C)CC(C(=O)O)N1C(=O)CSC1=S (configuration not stated)
Compound,2,6,20
A549/ATCC,84.5,104.1,92.4
HOP-62,94.0,104.5,103.1
CCRF-CEM,97.4,101.3,99.9
EKVX,98.0,95.3,92.7
HOP-92,79.6,106.7,100.8
M14,102.2,101.8,98.5
UACC-62,96.9,102.3,100.4
RPMI-8226,94.4,101.8,108.5

More records
41: O=C1OC(=O)C2CCCCC12 (configuration not stated)
42: Cc1nc2ccccc2n1CC1NC(=O)NC1=O (configuration not stated)
43: CNCCNC
44: Cc1nc(-c2cc3ccccc3oc2=O)ccc1C(=O)/C=C/c1ccc(N(C)C)cc1
45: CC1CCC(n2cnc3c(Cl)ncnc32)O1 (configuration not stated)
46: O=C(N/N=C/c1ccc2c(c1)OCO2)c1ccc([N+](=O)[O-])cc1
47: NC(=S)N1N=C(c2cc3ccccc3oc2=O)CC1c1cn(-c2ccccc2)nc1-c1ccccc1 (configuration not stated)
48: O=c1c2ccccc2nc(SCCN2CCCCC2)n1CCc1ccccn1
Compound,41,42,43,44,45,46,47,48
A549/ATCC,87.4,98.3,106.8,100.8,106.5,99.7,95.4,99.0
HOP-62,111.1,93.3,100.1,93.0,91.2,98.2,94.7,97.2
CCRF-CEM,97.2,107.1,107.0,.,85.8,.,74.0,101.3
EKVX,117.9,97.9,.,92.3,94.5,.,85.7,.
HOP-92,81.8,115.3,87.3,94.9,75.5,90.5,85.7,70.2
M14,110.9,104.8,92.3,79.7,93.8,116.3,86.4,103.6
UACC-62,99.9,98.4,109.6,83.8,104.0,99.8,82.9,94.7
RPMI-8226,102.5,106.4,.,111.9,.,98.2,105.1,86.8

49: Cc1ccc(-c2nc(C#N)c(S(=O)(=O)n3nc(C)cc3N)o2)cc1
50: C=CCn1c(SCC(=O)Nc2ccc(/C(C)=N/O)cc2)nnc1-c1cc(-c2ccc(S(C)(=O)=O)cc2)nc2ccccc12
51: Cc1ccc(C2=Nc3nc4ccccn4c3C(=O)[C@@H]3CCCN23)cc1
52: OCCn1cc(-c2nc(-c3c[nH]c4ncccc34)cs2)c2cc(F)ccc21
53: Clc1c(Cl)c(Cl)c(SCN(c2ccccc2)c2ccccc2)c(Cl)c1Cl
54: COc1cc(C=O)c([N+](=O)[O-])cc1O
55: c1ccc(-c2noc3ncnc(Nc4ccc(Oc5ccc6ccccc6c5)cc4)c23)cc1
56: CCOC(=O)CSc1nc2ccccc2c(=O)n1-c1cc(C)ccc1Cl
Compound,49,50,51,52,53,54,55,56
A549/ATCC,99.4,80.0,92.7,63.0,95.0,97.3,92.4,105.8
HOP-62,103.5,83.0,82.9,71.9,87.4,94.3,101.9,94.3
CCRF-CEM,-18.8*,36.2,50.2,56.0,.,100.4,84.3,103.7
EKVX,121.0,77.7,.,37.2,.,.,107.1,100.9
HOP-92,72.8,98.7,78.3,52.3,.,100.0,93.2,85.2
M14,48.8,86.6,94.8,63.8,99.0,101.7,97.9,.
UACC-62,96.1,59.8,101.1,63.3,98.0,104.0,88.4,97.9
RPMI-8226,46.5,37.1,104.6,53.6,.,101.3,84.5,99.5

57: C[C@@H]1CCCCCCCCC[C@H](OC(=O)CCC(=O)O)C(=O)/C=C/C(=O)O1
58: CC1=NN(c2cn3c(-c4ccc(C)cc4)csc3n2)C(=O)C1
59: O=C(Nc1ccc(Oc2ccc(F)cc2)c(Cl)c1)c1cccnn1
60: O=C(O)Cc1ccc(O)cc1
61: CN(C)c1ccc(N=Nc2nccs2)cc1
62: CC(=O)C12OC(C)(C)OC1CC1C3CCC4=CC(=O)C=CC4(C)C3(F)C(O)CC12C (configuration not stated)
63: COc1cc(/C(C)=C(\c2ccc(Cl)cc2)c2ccc(OCCN(C)C)cc2)ccc1F
64: O=C(CCN1C(=O)CCC1=O)Nc1ncc(Cc2ccccc2Cl)s1
Compound,57,58,59,60,61,62,63,64
A549/ATCC,74.5,98.3,65.5,93.2&95.6,98.5,72.7,63.4,99.6
HOP-62,86.7,99.2,84.2,102.9&104.5,97.8,97.0,87.6,104.1
CCRF-CEM,57.8,94.0,75.1,97.9&104.2,90.6,60.9,49.5,.
EKVX,91.9,.,75.0,98.6&98.6,101.8,66.5,81.2,109.6
HOP-92,66.2,65.5,66.5,105.2&92.8,.,80.2,44.6,92.9
M14,89.7,99.2,114.0,100.9&104.6,107.6,96.0,31.5,106.6
UACC-62,.,74.1,62.5,101.4,101.0,108.9,50.3,96.5
RPMI-8226,51.8,93.6,62.6,101.6&106.3,95.0,74.9,12.2,97.2

65: Cc1c(C)c2c(c(C)c1NC(=O)/C=C\C(=O)O)CCC(C)(CCCC(C)CCCC(C)CCCC(C)C)O2 (configuration not stated)
66: O=[N+]([O-])c1cc(Br)c2cccnc2c1O
67: Cc1cc(Br)cc(NC(=O)Cn2c(-c3cncs3)nc3ccccc32)c1
68: CCOC(=O)[C@@H](Cc1ccccc1)NC(=O)c1[nH]c2ccc(Cl)cc2c(=O)c1C
69: CCOC(=O)CC1CSC(c2ccc(Br)cc2)=N1 (configuration not stated)
70: C[N+](C)(C)CCOC(=O)c1cccc(OCc2ccccc2)c1
71: C[N+](C)(C)c1ccc(/C=C2\c3ccccc3-c3ccc(N=Cc4ccc([N+](=O)[O-])cc4)cc32)cc1
72: CN1CCN(c2ccc(C(=O)/C=C/c3ccc(Cl)c(C(F)(F)F)c3)cc2)CC1
Compound,65,66,67,68,69,70,71,72
A549/ATCC,61.1,95.1,90.9,84.1,97.5,98.8,91.2,72.8
HOP-62,-13.4*,84.2,101.2,92.3,107.8,98.8,86.6,88.9
CCRF-CEM,13.6,.,99.8,74.4,101.6,102.5,104.0,11.0
EKVX,74.3,100.8,.,97.4,104.9,97.8,87.0,70.2
HOP-92,45.5,89.1,119.7,100.2,104.7,88.6,71.5,41.8
M14,20.7,90.3,100.2,97.1,103.3,100.6,98.6,87.2
UACC-62,22.8,103.1,84.3,86.6,98.7,89.7,91.2,75.4
RPMI-8226,30.6,87.3,100.8,83.1,104.6,.,81.0,3.1*

Compounds were not picked by outcome. Share with any hit: about 12%.
